# FBW7 activator: activators of human E3 ligase FBW7; AlphaScreen FBW7–phospho-cyclin E peptide binding, activator screen; normalized activity (activation), % at 26.1 µM; hit rate 0.13% among 650,000; AID 1259310; in the data active = normalized activity above about 1.9%;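 note: purified mutant Fbw7 with reduced substrate affinity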
# Target sequence (Q969H0 whole entry, looked up): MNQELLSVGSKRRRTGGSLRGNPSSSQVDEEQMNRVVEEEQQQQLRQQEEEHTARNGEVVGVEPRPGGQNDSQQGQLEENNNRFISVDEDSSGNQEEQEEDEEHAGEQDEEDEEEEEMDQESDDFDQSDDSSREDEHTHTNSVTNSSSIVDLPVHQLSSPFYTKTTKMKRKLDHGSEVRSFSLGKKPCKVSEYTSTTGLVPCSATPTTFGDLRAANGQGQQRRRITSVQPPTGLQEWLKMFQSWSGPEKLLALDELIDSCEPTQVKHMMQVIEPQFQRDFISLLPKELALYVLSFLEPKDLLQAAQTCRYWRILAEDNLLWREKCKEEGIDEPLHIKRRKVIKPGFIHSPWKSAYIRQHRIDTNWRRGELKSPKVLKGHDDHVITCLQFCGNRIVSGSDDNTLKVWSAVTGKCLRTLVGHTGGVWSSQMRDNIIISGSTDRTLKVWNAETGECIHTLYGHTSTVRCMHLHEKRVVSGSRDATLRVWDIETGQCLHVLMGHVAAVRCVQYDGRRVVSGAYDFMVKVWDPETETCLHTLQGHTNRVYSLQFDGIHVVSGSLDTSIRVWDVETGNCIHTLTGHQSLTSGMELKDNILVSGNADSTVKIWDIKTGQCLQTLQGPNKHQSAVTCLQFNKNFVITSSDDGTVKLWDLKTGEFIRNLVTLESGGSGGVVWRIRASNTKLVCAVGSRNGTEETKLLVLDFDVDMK
# GPR151 activ: human GPR151 activation | activation, % at 11.2 µM | hit rate 1% among 650,000 | PathHunter beta-arrestin GPR151 cells, luminescence | AID 1508602; in the data active = activation above about 4.9%;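 note: 0% = median of compound wells and 100% = cells with positive control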
# Target sequence (Q8TDV0 whole entry, looked up): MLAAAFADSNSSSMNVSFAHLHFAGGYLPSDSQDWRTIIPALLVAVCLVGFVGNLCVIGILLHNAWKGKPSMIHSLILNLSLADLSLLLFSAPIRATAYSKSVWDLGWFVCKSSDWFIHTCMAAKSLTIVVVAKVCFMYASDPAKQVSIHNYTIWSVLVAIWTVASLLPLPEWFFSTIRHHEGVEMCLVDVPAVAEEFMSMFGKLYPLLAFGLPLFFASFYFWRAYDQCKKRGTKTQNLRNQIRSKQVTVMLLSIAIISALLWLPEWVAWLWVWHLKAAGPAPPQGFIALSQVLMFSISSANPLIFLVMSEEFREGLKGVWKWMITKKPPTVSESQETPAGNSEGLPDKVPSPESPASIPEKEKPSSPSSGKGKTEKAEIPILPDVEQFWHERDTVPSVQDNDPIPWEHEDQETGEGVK
# TEAD-YAP block: TEAD-YAP interaction inhibition; HEK-TIYL cells, TEAD-Gal4/YAP UAS-luciferase luminescence; inhibition, % at 9.12 µM; hit rate 1.4% among 640,000; AID 1259422; in the data active = inhibition above about 32%;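 note: 0% = median of test compound wells and 100% = reference inhibitor wells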
# MITF primary: human MITF inhibition, primary screen | O75030 | AlphaScreen MITF homodimerization, bead proximity signal | inhibition, % at 2.6 µM | hit rate 0.91% among 650,000; in the data active = inhibition above about 50%;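 note: 0% = vehicle wells with protein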
# Numbers without * were called inactive. The order is random, and some 3.5% of all compounds hit somewhere here.
# Short forms: A = FBW7 activator; B = GPR151 activ; C = TEAD-YAP block; D = MITF primary
CC(NC(=O)C(C)(C)C)C1CC2CCC1C2 (stereo not given)
  A: 0.0 | B: 0.1 | C: 12.7 | D: 0.7
COC(=O)c1ccc(NC(=O)/C(=C\c2ccc3c(c2)OCO3)NC(=O)c2ccc(Br)o2)cc1
  A: 0.3 | B: -2.6 | C: 1.8 | D: -7.2
O=C(CC1CCC1)Nc1cccc2ccccc12
  A: -0.1 | B: 3.2 | C: -30.4 | D: -7.2
CC(C)c1ccc(C2C(C#N)=C(N)OC3=C2C(=O)CC(C)(C)C3)cc1 (stereo not given)
  A: 0.3 | B: -2.1 | C: 17.4 | D: 7.5
CCOc1ccc(C2=CC(c3ccc(Cl)cc3)n3ncnc3N2)cc1 (stereo not given)
  A: 0.0 | B: 0.0 | C: -59.4 | D: -2.7
CN(C)c1nc(-c2ccc3c(c2)OCO3)ccc1C(=O)NCc1ccco1
  A: 0.2 | B: -0.9 | C: -29.6 | D: 15.9
CCOc1ccccc1NC(=O)c1c(NC(=O)c2ccccc2C)sc2c1CCCCC2
  A: 0.1 | B: -1.8 | C: 0.1 | D: 16.1
CCc1ccc(NC(=O)c2cc(S(=O)(=O)NCCc3ccc(OC)c(OC)c3)ccc2F)cc1
  A: -0.1 | B: 4.2 | C: 2.2 | D: -0.9
CC1SC2(C(=O)Nc3ccccc32)N(c2ccccc2)C1=O (stereo not given)
  A: 0.0 | B: 0.0 | C: -4.4 | D: 8.7
Cc1occc1C(=O)N(C)C(Cc1ccccc1)C1CCN(C(=O)c2cc[n+]([O-])cc2)CC1 (stereo not given)
  A: 0.0 | B: 0.0 | C: -4.8 | D: -24.5
CCSc1ccccc1C(=O)Nc1ccc(OC)cc1[N+](=O)[O-]
  A: -0.2 | B: 0.1 | C: -5.4 | D: 5.3
CCCN(CCC)S(=O)(=O)c1ccc2c(c1)CCN2C(=O)CC
  A: 0.5 | B: -0.8 | C: -4.0 | D: 15.0
Fc1ccc(-c2[nH]ncc2-c2cncnc2)cc1
  A: -0.9 | B: -1.6 | C: 4.8 | D: 21.2
C=CCOC(=O)C1=C(C)Nc2nc3ccccc3n2C1c1ccncc1 (stereo not given)
  A: 0.5 | B: -0.6 | C: 1.1 | D: 8.2
CCn1c(=O)c2ccccc2n2c(SCC(=O)N(C(C)C)C(C)C)nnc12
  A: 0.0 | B: -1.3 | C: -5.0 | D: -4.0
CCOC(=O)c1nn2c(C(F)(F)F)cc(-c3ccc(OC)cc3)nc2c1Cl
  A: -0.1 | B: 2.9 | C: -2.6 | D: 11.1
CC1C(C#N)(C#N)C(C#N)=C(N)C1(Cl)[N+](=O)[O-] (stereo not given)
  A: 0.7 | B: 1.4 | C: 6.5 | D: 7.2
CN=C1S/C(=C\c2ccc(C(=O)O)cc2)C(=O)N1C
  A: -0.2 | B: -1.6 | C: -0.2 | D: -17.1
COc1ccc2cc(C(c3nnnn3C(C)(C)C)N3CCOCC3)c3nnnn3c2c1 (stereo not given)
  A: 0.1 | B: 0.7 | C: -9.2 | D: 5.5
Cc1cccc(CSC2=NCCN2S(=O)(=O)c2ccccc2)c1
  A: -0.1 | B: 1.5 | C: -1.3 | D: -5.9
CCOc1cccc2c1OC(c1ccc(F)c(F)c1)N1N=C(c3ccc(C)o3)CC21 (stereo not given)
  A: -0.3 | B: -0.4 | C: -15.3 | D: -2.1
Cn1c(CNC2CCCCC2)c(C#N)c2ccccc21
  A: -0.1 | B: 0.6 | C: -11.7 | D: 36.9
O=C(N/N=C\c1ccccc1)c1ccccn1
  A: -0.3 | B: -3.6 | C: -20.7 | D: 13.5
CCOC(=O)Cn1nc(C)n2c(cc3occc32)c1=O
  A: 0.0 | B: 0.7 | C: 9.6 | D: -1.9
Cc1ccccc1C(NC(=O)C1CCN(C(=O)N(C)c2ccccc2)CC1)c1ccccn1 (stereo not given)
  A: 0.3 | B: -0.2 | C: 1.2 | D: 22.1
COCCN1C(=O)c2ccc(C(=O)Nc3cc(Cl)ccc3O)cc2C1=O
  A: 0.1 | B: 1.1 | C: -5.5 | D: 3.3
CSCC(=O)N1CCC2(CC1)CC2C(=O)NCCC1=CCCCC1 (stereo not given)
  A: -0.1 | B: -1.0 | C: -3.0 | D: -3.9
Cc1ccc(OCC(=O)Nc2cccc(I)c2)cc1
  A: -0.1 | B: -1.4 | C: -0.2 | D: -7.0
O=[N+]([O-])c1cccc(C2Oc3ccccc3C3CC(c4ccc(Cl)cc4)=NN32)c1 (stereo not given)
  A: -0.1 | B: -0.6 | C: -33.9 | D: 3.9
CN(C)S(=O)(=O)c1cccc(C(=O)Nc2cc(Cl)ccc2O)c1
  A: 0.1 | B: 0.1 | C: -23.2 | D: 1.2

# Reprinted at random: 5 records from the list, in no set order.
# Short forms: A = FBW7 activator; B = GPR151 activ; C = TEAD-YAP block; D = MITF primary
COCCN1C(=O)c2ccc(C(=O)Nc3cc(Cl)ccc3O)cc2C1=O
  A: 0.1 | B: 1.1 | C: -5.5 | D: 3.3
CCc1ccc(NC(=O)c2cc(S(=O)(=O)NCCc3ccc(OC)c(OC)c3)ccc2F)cc1
  A: -0.1 | B: 4.2 | C: 2.2 | D: -0.9
CC(NC(=O)C(C)(C)C)C1CC2CCC1C2 (stereo not given)
  A: 0.0 | B: 0.1 | C: 12.7 | D: 0.7
COc1ccc2cc(C(c3nnnn3C(C)(C)C)N3CCOCC3)c3nnnn3c2c1 (stereo not given)
  A: 0.1 | B: 0.7 | C: -9.2 | D: 5.5
CCOc1cccc2c1OC(c1ccc(F)c(F)c1)N1N=C(c3ccc(C)o3)CC21 (stereo not given)
  A: -0.3 | B: -0.4 | C: -15.3 | D: -2.1

# More results
# Short forms: A = FBW7 activator; B = GPR151 activ; C = TEAD-YAP block; D = MITF primary
COc1ccc2c(c1)CC(C(=O)Nc1ccc(-c3ccnc(N)n3)cc1OC)CO2 (stereo not given)
  A: -0.1 | B: -0.9 | C: -6.8 | D: 19.4
CCn1c(=O)cc(O)c2c(=O)n(C)c(=O)n(C)c21
  A: 0.0 | B: 0.4 | C: 2.8 | D: -1.9
CSc1ncc(C(=O)Nc2ccc(C)c(C)c2)c(C)n1
  A: 0.0 | B: -1.3 | C: -23.6 | D: 6.9
CCOC(=O)N1CCN(S(=O)(=O)c2ccc(F)c(C(=O)Nc3ccc(C(C)C)cc3)c2)CC1
  A: -0.1 | B: 0.4 | C: -4.3 | D: 18.6
Cc1ccc(C(=O)N/N=C2/CC(=O)CC(C)(C)C2)cc1
  A: 0.1 | B: -0.4 | C: -4.4 | D: 8.2
O=C(Oc1coc(CSc2nnc(NC(=O)C3CC3)s2)cc1=O)c1cccs1
  A: -0.4 | B: 0.8 | C: 2.0 | D: -6.6
CCc1ccccc1N(CC(=O)N1CCC(Cc2ccccc2)CC1)S(C)(=O)=O
  A: 0.0 | B: -0.9 | C: 0.9 | D: -2.9
O=S(=O)(NC1=NCCS1)c1ccc(N=NN2CCOCC2)cc1
  A: 1.2 | B: 1.1 | C: -8.4 | D: -1.6
C=CCN(c1ccccc1)S(=O)(=O)c1c(C)[nH]c(=O)[nH]c1=O
  A: -0.1 | B: 2.3 | C: 4.7 | D: -1.1
Cn1c(=O)cc(OCCCC(=O)NC2CCN(Cc3ccccc3)CC2)c2ccccc21
  A: 0.6 | B: -1.6 | C: 5.7 | D: 8.9
Cc1ccc(-n2cc(-c3ccc(Cl)cc3)[nH]c2=S)cc1
  A: 0.0 | B: -1.0 | C: -33.9 | D: 10.7
O=C(NS(=O)(=O)c1ccccc1)c1ccccc1F
  A: 0.0 | B: 2.2 | C: -1.0 | D: -1.7
O=S(=O)(/C=C/c1ccccc1)N1CCN(c2ccc(-c3cccs3)nn2)CC1
  A: 0.1 | B: 0.5 | C: -5.0 | D: 10.9
CC(C)Cn1c(=O)[nH]c2ncc(-c3cccc4cccnc34)nc21
  A: 0.3 | B: -1.0 | C: -2.0 | D: 21.5
O=C(NCC1CCCN(Cc2ccc3nonc3c2)C1)c1ccc2c(c1)OCO2 (stereo not given)
  A: 0.0 | B: -0.2 | C: 8.7 | D: 6.7
CCc1ccc(NC(=O)C(=O)NCCN2CCN(S(=O)(=O)c3ccccc3)CC2)cc1
  A: 0.1 | B: -1.1 | C: -7.0 | D: 2.6
COc1ccc(C(=O)Nc2ccc(Cl)cn2)cc1OC
  A: 0.0 | B: -4.6 | C: -39.1 | D: 12.3
COc1ccc(C(=O)Oc2coc(CSc3nccc(C)n3)cc2=O)cc1OC
  A: -0.3 | B: 0.0 | C: 10.6 | D: -5.3
COc1ccc(N2C(=O)CC(Nc3ccc(C(=O)O)cc3)C2=O)cc1Cl (stereo not given)
  A: 0.4 | B: -1.2 | C: 3.8 | D: -6.9
CC(C)c1ccc(NC(=O)c2ccc(Cl)cc2)cc1
  A: 0.0 | B: -0.3 | C: -34.0 | D: 4.8
O=C(CSc1nc2c(cnn2-c2ccccc2)c(=O)[nH]1)NC1CCCC1
  A: 0.0 | B: 0.5 | C: 2.9 | D: -13.6
COc1ccccc1-n1cnnc1SCC(=O)c1ccc(Cl)s1
  A: -0.1 | B: 2.1 | C: -4.2 | D: -0.2
C=CCOC(=O)/C(=C\c1ccc([N+](=O)[O-])cc1)NC(=O)c1ccc(Br)o1
  A: -0.2 | B: 0.8 | C: -9.1 | D: -1.8
O=C(CN1N=NC2C(=O)N(c3cccc(Cl)c3)C(=O)C21)Nc1ccccc1 (stereo not given)
  A: 0.3 | B: -0.7 | C: 6.1 | D: 18.9
COc1cc(/C=C2\SC(N)=NC2=O)ccc1Oc1ccc(C(F)(F)F)cc1[N+](=O)[O-]
  A: -0.2 | B: 1.5 | C: 11.4 | D: -1.2
Fc1ccc(-c2cc(N3CCN(c4ccccn4)CC3)nc(-c3cccnc3)n2)cc1
  A: 0.0 | B: 0.6 | C: 6.1 | D: 73.2*
CC(=O)c1cccc(-c2cccc(C(=O)NCCOc3ccccc3)c2)c1
  A: 0.1 | B: 0.9 | C: 5.8 | D: 12.4
CC(=O)Nc1ccc(CN2CCOc3ccc(C(O)CC(C)C)cc3C2)s1 (stereo not given)
  A: 0.0 | B: -0.3 | C: 0.3 | D: -10.1
CCOC(=O)c1c(NC(=O)Cc2ccc(OC)cc2)sc2c1CC(C)(C)OC2
  A: 0.1 | B: -1.8 | C: -15.9 | D: -9.6
CCOCCc1nnc(NC(=O)c2cccc([N+](=O)[O-])c2C)s1
  A: -0.1 | B: -0.4 | C: 4.2 | D: -13.6

# Overlap with the part before: 4 entries, followed by the next part.
# Short forms: A = FBW7 activator; B = GPR151 activ; C = TEAD-YAP block; D = MITF primary
CC(=O)c1cccc(-c2cccc(C(=O)NCCOc3ccccc3)c2)c1
  A: 0.1 | B: 0.9 | C: 5.8 | D: 12.4
CC(=O)Nc1ccc(CN2CCOc3ccc(C(O)CC(C)C)cc3C2)s1 (stereo not given)
  A: 0.0 | B: -0.3 | C: 0.3 | D: -10.1
CCOC(=O)c1c(NC(=O)Cc2ccc(OC)cc2)sc2c1CC(C)(C)OC2
  A: 0.1 | B: -1.8 | C: -15.9 | D: -9.6
CCOCCc1nnc(NC(=O)c2cccc([N+](=O)[O-])c2C)s1
  A: -0.1 | B: -0.4 | C: 4.2 | D: -13.6
COc1ccc(Cl)cc1NC(=O)c1cnn2c1NC(c1ccc(OC)c(OC)c1)CC2C(F)(F)F (stereo not given)
  A: 0.0 | B: 8.6* | C: -17.8 | D: 3.3
CCC(C)c1ccc(NC(=O)CN(C)CC(=O)Nc2cccc(OC)c2)cc1 (stereo not given)
  A: -0.3 | B: 6.1* | C: -1.0 | D: 33.0
Cc1ccc(C(c2nnnn2C2CCCC2)N2CCCCC2)cc1 (stereo not given)
  A: -0.2 | B: 0.3 | C: -2.2 | D: -1.1
Cc1cc2c(s1)c1cnn(CC#N)c(=O)c1n2C
  A: 0.4 | B: -0.5 | C: -5.3 | D: 16.5
CC(C)Cc1nc(C#N)c(N2CCC(C(N)=O)CC2)o1
  A: -0.1 | B: -1.0 | C: -2.1 | D: -4.2
Cc1ccccc1SCC(=O)OC(C)C(=O)Nc1ccc(N2CCOCC2)cc1 (stereo not given)
  A: -0.1 | B: 3.2 | C: -6.6 | D: -3.8
Cc1cc(C)n(S(=O)(=O)c2ccc3ccccc3c2)n1
  A: 0.0 | B: 0.1 | C: 6.5 | D: 5.6
COc1ccc(NC(=O)COC(=O)Cc2ccc(Cl)cc2)cc1
  A: -0.1 | B: -0.1 | C: -7.7 | D: 5.7
CC(NC(=O)c1cc(S(=O)(=O)N2CCOCC2)cn1C)c1ccccc1 (stereo not given)
  A: 0.0 | B: -0.3 | C: 7.1 | D: -3.3
Cc1ccc(C(=O)NN2C(=O)/C(=C/c3ccccn3)SC2=S)cc1
  A: 0.0 | B: 1.8 | C: -4.2 | D: -7.1
COc1ccc(/C=N/NC(=O)C(C)Nc2ccccc2OC)c(OC)c1 (stereo not given)
  A: 0.1 | B: -0.5 | C: 10.3 | D: 11.9
COc1ccc(/C=C2\C=C(c3ccccc3)N(c3ccc(Cl)cc3Cl)C2=O)cc1
  A: 0.8 | B: 0.3 | C: 2.8 | D: 16.2
COc1ccc(NC2SC(=O)N(CC(=O)O)C2=O)cc1 (stereo not given)
  A: -0.1 | B: -1.9 | C: -2.8 | D: 2.7
CSC1=NC2(CCCC2)Cc2ccccc21
  A: -0.1 | B: 1.2 | C: 0.1 | D: 19.0
O=C(CCCN1C(=O)/C(=C\c2ccco2)SC1=S)Nc1ccc(O)cc1
  A: -0.1 | B: -2.4 | C: -5.8 | D: -3.0
COc1cccc(OC)c1C(=O)Oc1ccc(C(C)=O)cc1
  A: -0.1 | B: -0.5 | C: 3.2 | D: 0.2
O=C(Cn1c(=O)oc2ccccc21)N1CCc2ccccc21
  A: 0.0 | B: 2.7 | C: -7.7 | D: 8.1
CCOC(=O)COc1cc2c(C(=O)OCC)c(C)n(CC)c2c2ccccc12
  A: 0.2 | B: 1.3 | C: -3.9 | D: 24.2
